Source: PubChem BioAssay
MOR-DOR inv ag: inverse agonists of human mu-delta opioid receptor heterodimerization; AID 504357; 340,000 tested, 0.21% active; cell-based MOR-DOR heterodimer luminescence, inverse agonism; inhibition, % at 9.3 µM; in the data active = inhibition above about 22%, passing the limit was not always enough;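 note: 0% = cells with DMSO and 100% = wells without cells with DMSO; values of inactives mirror those of a sister screen read the other way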
V-ATPase pHluor: alters yeast V-ATPase proton transport. response, % at 10 µM. S. cerevisiae, pHLuorin cytosolic pH fluorescence. 350,000 tested, 0.37% active; in the data active = response mostly above about 7.3%, no sharp cut-off; inactive = mostly below about 5.4%; note: actives read high; inactives centre near 0; some compounds called inactive have numbers as strong as hits; reference of the scale not given here
PKA-R1A activ: activators of PKA-R1A complex. P00514+P68181. PKA-R1A dissociation, Cy5-IP20 fluorescence polarization; scaled: DMSO 0%, 113 µM cGMP 100%. activation, % at 11.4 µM. 340,000 tested, 0.083% active;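 active = percent activation above the mean of all tested compounds plus 3 SD, cut at about 19% in these data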;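 note: higher means more PKAc released from R1A so a rise in polarization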
HTR5A ag ctr: counter-screen for OPRM1-OPRD1 agonists: human HTR5A agonism. 340,000 tested, 0.61% active. HTR5A agonist assay, luminescence, cell-based. P47898. activation, % at 9.3 µM; in the data active = activation mostly above about 9.5%, no sharp cut-off; inactive = mostly below about 7.6%;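 note: 0% = cells with vehicle only and 100% = reference agonist; strong numbers were not always called active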
PKA-R2B activ: PKA-R2B complex activation; P22694+P31323; PKA-R2B holoenzyme dissociation, Cy5-IP20 fluorescence polarization; R2B truncated from residue 108, S112A mutant; 0% DMSO only, 100% 113 µM cGMP; activation, % at 11.4 µM; 340,000 tested, 0.079% active;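 active = activation above a cutoff set at the mean over all compounds plus 3 SD, cut at about 18% in these data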;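 note: higher means more holoenzyme dissociation and a rise in polarization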
Target sequence (P31323 whole entry, looked up, other chains not shown, the tested form may be a part): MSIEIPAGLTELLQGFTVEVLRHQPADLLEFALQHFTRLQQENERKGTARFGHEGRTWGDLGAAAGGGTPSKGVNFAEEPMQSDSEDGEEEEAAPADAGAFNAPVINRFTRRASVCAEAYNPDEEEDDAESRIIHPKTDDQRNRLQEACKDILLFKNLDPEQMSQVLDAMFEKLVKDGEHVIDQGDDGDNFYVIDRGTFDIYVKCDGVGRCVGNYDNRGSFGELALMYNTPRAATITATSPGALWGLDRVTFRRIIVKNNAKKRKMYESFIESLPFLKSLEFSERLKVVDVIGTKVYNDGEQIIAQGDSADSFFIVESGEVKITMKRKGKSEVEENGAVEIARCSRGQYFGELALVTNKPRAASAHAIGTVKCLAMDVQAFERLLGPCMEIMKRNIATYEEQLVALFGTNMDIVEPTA
Arrestin-AP2 inh: human beta-arrestin and AP2 interaction inhibition; FITC-arrestin peptide / GST-AP2 beads, flow cytometry; AP2 beta2 appendage carries R879A mutation; inhibition, % at 10 µM; 340,000 tested, 0.31% active; AID 504490;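 active = inhibition above a set limit, near 3 SD of compounds lacking own fluorescence, cut at about 54% in these data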;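 note: plate controls were DMSO wells for no effect and 5 µM unlabelled arrestin peptide for full effect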
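System: GST-tagged AP2 beta2-adaptin appendage (R879A) on 4 µm glutathione beads / Reagent: FITC-arrestin peptide, 50 nM / Detection: HyperCyt-sampled flow cytometry, FL1 channel, ex 488/em 535 nm / Timing: 12 min plus 1 h, RT / Buffer or medium: PBS plus Tween 20 (0.05%) and BSA (0.1%)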
DSG3 Ab inh: blocks pemphigus antibody binding to human desmoglein-3; P32926; DSG3-coupled beads, scFv-anti-DSG3-GFP binding, flow cytometry; hits give low values; binding (percent of control), % at 10 µM; 310,000 tested, 0.48% active; AID 588358;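 active = binding more than 3 SD below its plate's average and above zero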;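 note: hits lower antibody fragment binding to DSG3; some compounds called inactive have numbers as strong as hits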
HTR5A inv ctr: HTR5A inverse agonism, opioid heterodimer counter-screen; HTR5A cell line, luminescence; inhibition, % at 9.3 µM; 340,000 tested, 0.083% active; in the data active = inhibition mostly above about 23%, no sharp cut-off; inactive = mostly below about 18%;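 note: 0% = cells with DMSO and 100% = no-cell wells with DMSO; some compounds called inactive have numbers as strong as hits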
MOR-DOR ag: agonists of human mu-delta opioid receptor heterodimerization; P35372+P41143; cells, OPRM1-OPRD1 heterodimerization, luminescence; 340,000 tested, 0.3% active; AID 504326; activation, % at 9.3 µM; in the data active = activation above about 18%;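 note: 0% = vehicle-treated cells and 100% = reference agonist; values of inactives mirror those of a sister screen read the other way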
DAGLB inh: diacylglycerol lipase beta (human) inhibition; Q8NCG7; HEK293T DAGLB membrane lysate, EnzChek fluorogenic substrate; inhibition, % at 5.17 µM; 340,000 tested, 0.059% active; AID 504411; in the data active = inhibition above about 34%;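 note: 0% = enzyme with vehicle and 100% = wells lacking enzyme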
Target sequence (Q8NCG7 whole entry, looked up): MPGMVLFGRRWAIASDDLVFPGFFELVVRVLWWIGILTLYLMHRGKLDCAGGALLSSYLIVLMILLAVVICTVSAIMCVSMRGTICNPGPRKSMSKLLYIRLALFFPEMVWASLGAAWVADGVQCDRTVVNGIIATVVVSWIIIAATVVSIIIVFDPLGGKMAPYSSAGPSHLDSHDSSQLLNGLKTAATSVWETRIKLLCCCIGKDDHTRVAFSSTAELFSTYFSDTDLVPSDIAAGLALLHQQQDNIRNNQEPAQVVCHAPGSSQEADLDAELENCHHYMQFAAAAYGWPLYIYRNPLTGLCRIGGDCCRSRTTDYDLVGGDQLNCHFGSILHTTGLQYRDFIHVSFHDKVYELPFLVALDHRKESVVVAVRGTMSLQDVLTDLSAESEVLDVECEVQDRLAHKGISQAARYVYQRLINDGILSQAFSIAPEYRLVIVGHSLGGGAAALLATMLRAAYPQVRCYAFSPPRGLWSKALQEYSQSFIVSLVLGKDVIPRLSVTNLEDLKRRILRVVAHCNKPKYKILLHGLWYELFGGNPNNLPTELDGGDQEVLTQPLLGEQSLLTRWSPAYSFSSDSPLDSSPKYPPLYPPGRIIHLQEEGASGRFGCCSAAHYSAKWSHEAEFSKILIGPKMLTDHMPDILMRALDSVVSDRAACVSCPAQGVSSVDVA
* = called active by the depositor; nt = no result given.

SMILES	MOR-DOR inv ag	V-ATPase pHluor	PKA-R1A activ	HTR5A ag ctr	PKA-R2B activ	Arrestin-AP2 inh	DSG3 Ab inh	HTR5A inv ctr	MOR-DOR ag	DAGLB inh
C=CCN1CCN(C(c2ccc(OC)c(OC)c2)c2nnnn2C(C)(C)C)CC1 (configuration not stated)	5	-6	3	-2	4	9	109	5	-0.9	0
O=c1[nH]nc(Sc2ccccc2)c(=S)[nH]1	nt	1	0	nt	7	nt	93	nt	nt	2
COc1ccccc1N(C)S(=O)(=O)c1ccc(C(=O)Nc2nc(C)cs2)cc1	1	2	2	3	-7	3	92	-9	-0.1	0
Cc1ccccc1OCCCc1c(C)n[nH]c1C	-10	-1	-11	-2	-1	41	97	6	1.8	-1
CCC1(CC)C(=O)NC(=O)NC1=S	18	4	-8	1	4	-9	115	-3	-3.7	0
CCOc1ccc(NS(=O)(=O)c2c(C)nc3sc(CC)nn3c2=O)cc1	3	-1	-6	4	7	-6	97	-13	-0.5	-1
COc1ccc(CCN(C)C(=O)c2cc(S(=O)(=O)N3CCCCCC3)ccc2OC)cc1OC	16	0	-15	-1	-7	-8	104	3	-3.1	2
O=C(O)c1ccccc1-c1ccccc1C(=O)Nc1ccc(-c2nc3cc(Cl)ccc3o2)cc1	22	2	1	-2	-10	16	99	7	-4.1	17
Cc1ccc(C)c(N(CC(=O)NCC2CCCO2)C(=O)CCC(=O)Nc2nccs2)c1 (configuration not stated)	21	-1	7	7	-3	-1	97	-19	-3.9	1
O=C1c2ccccc2C2(c3ccc(F)cc3)NCCN12 (configuration not stated)	9	1	7	-2	0	22	94	-28	-1.7	0
Cc1occc1C(=O)NNC(=S)Nc1ccccc1	17	-4	-1	0	-1	26	60	18	-3.3	0
Nc1cc(N2CCOCC2)c(Cl)cc1[N+](=O)[O-]	2	-3	-1	2	0	19	nt	-5	-0.5	2
COc1ccc(CN2CCC(n3nccc3NC(=O)C3CC3)CC2)c(OC)c1OC	17	-5	2	-4	-1	-1	97	-15	-3.4	1
O=C(c1ccc2c(=O)n3c(nc2c1)CCCCC3)N1CCN(c2ccc([N+](=O)[O-])cc2)CC1	5	2	-8	-1	-2	-9	101	17	-1.0	3
COc1cnn(Cc2ccccc2)c(=O)c1SCc1ccccc1	22	1	-12	1	-2	-1	114	-14	-4.1	-4
OCc1nc2ccccc2n1Cc1ccc(Cl)cc1	3	4	2	3	7	4	116	30	-0.5	1
CC1=C(C(=O)OCc2ccc3c(c2)OCO3)C(c2ccc(F)cc2)NC(=O)N1 (configuration not stated)	9	4	-6	5	-2	0	103	-10	-1.5	3
COc1ccccc1OCC(=O)Nc1sc2c(c1C(N)=O)CCC2	8	5	-8	1	-6	-16	100	6	-2.0	-2
Cc1cc(OC(=O)c2c(Cl)cccc2Cl)nc(C)n1	9	-5	-5	3	-1	6	100	-20	-1.8	-2
Cc1nnsc1SCCNC(=O)c1c(F)cccc1F	7	-1	2	0	-6	-5	99	0	-1.4	1
CN1CCN(S(=O)(=O)c2ccc(N(C)Cc3ccc(OC(F)F)cc3)c([N+](=O)[O-])c2)CC1	6	-2	-1	0	-17	13	97	1	-1.3	2
O=C(NCc1ccc2c(c1)OCO2)c1ccc2c(=O)n(C3CCCC3)c(=O)[nH]c2c1	7	6	-5	7	5	3	nt	0	-1.2	1
O=C(C1CCC(CNS(=O)(=O)c2ccc(F)cc2)CC1)N1CCOCC1 (configuration not stated)	11	1	-12	1	-10	51	nt	-4	-2.3	-2
NS(=O)(=O)c1cccc(NC(=O)CSc2nnc(-c3ccncc3)n2C2CC2)c1	6	3	1	2	-11	5	113	-4	-1.6	1
CCOP(=O)(Nc1cccc2oc(=O)c3ccccc3c12)OCC	9	-3	-2	1	-3	-6	95	-4	-1.7	3
COc1ccccc1NC(=O)CSc1nnc(-c2ccoc2C)n1C	15	3	-3	4	1	-10	89	-2	-2.3	1
COc1ccccc1C1(CC(=O)Nc2nccs2)CCOC(C(C)C)C1 (configuration not stated)	2	-2	4	2	1	27	104	-39	-0.3	-1
CC1CCN(Cc2cnc(Cl)s2)CC1	15	-1	-7	2	-5	-10	nt	8	-3.4	-1
COC(=O)/C=C1/N/C(=N\c2nc(C)cc(C)n2)N(c2ccc(C)c(C)c2)C1=O	10	3	-4	-4	7	0	105	8	-2.1	-3
O=C(CP(=O)(c1ccccc1)c1ccccc1)N1CCOCC1	23	-1	0	0	4	3	100	-1	-4.6	-3
CCOC(=O)c1cn(CC)c2ccc(S(=O)(=O)N3CCC(C)CC3)cc2c1=O	-1	-3	-18	7	-6	-2	102	-27	0.3	2
Cc1c(C(=O)N/N=C/c2cccnc2)nnn1-c1nonc1N	2	-3	1	3	-1	8	102	-8	-0.3	0
CS(=O)(=O)N1CCC(C(=O)Nc2cccc(C(F)(F)F)c2)CC1	12	-1	-13	-3	-8	-4	101	-15	-2.2	0
Cc1ccc(NC(=O)N2CCC(O)(c3ccc(Cl)cc3)CC2)cc1	-11	4	-1	11	3	-6	nt	-29	1.9	-3
O=C(NCCc1c[nH]c2ccccc12)C1CCN(c2nnc(N3CCCC3=O)s2)CC1	8	3	-4	42*	-12	0	97	-118	-1.5	2
Cc1ccc(C(=O)Nc2ncc(C)s2)s1	15	-2	6	1	-2	29	97	-4	-2.8	-1
CCOC(=O)N1CCN(C(=O)C(=O)Nc2ccc3nc4n(c(=O)c3c2)CCCCC4)CC1	12	0	-12	-2	-2	3	97	6	-2.1	0
Cc1ccc(O)c(C(=O)c2cnc3c(c2)CN(C)C(=O)N3)c1	7	-1	-7	0	2	-1	106	-33	-1.2	2
COC(=O)c1ccc(NC(=O)CN2C(=O)c3ccccc3S2(=O)=O)cc1	16	-3	0	-5	-11	7	nt	11	-2.5	-3
CCOC(=O)C1CCN(C(=O)c2[nH]c3ccc(OC)cc3c2C)CC1	17	2	-4	1	6	31	91	-4	-3.3	0
COC(=O)c1c(NC(=O)CCN2CCOCC2)sc2c1CCCC2	11	-1	4	7	6	3	93	-18	-1.9	0
Cc1ccc(C(CCN)c2ccco2)cc1 (configuration not stated)	3	-2	4	5	0	-19	105	-6	-0.5	1
CCN(CC(=O)Nc1ccccc1OC)CC(=O)Nc1ccccc1-c1ccccc1	9	0	-2	0	-2	8	87	0	-2.0	0
O=S(=O)(Nc1cccc(-n2cnnn2)c1)c1ccccc1	3	-1	11	0	-1	1	96	13	-0.7	-1
COc1ccc(C2=NOC(Cn3nc(-c4ccccc4C)cc3C(=O)O)C2)cc1 (configuration not stated)	-4	-5	-1	2	0	7	102	-41	0.6	0
COc1ccc(N2C(=O)CC(Nc3ccc(F)cc3)C2=O)c([N+](=O)[O-])c1 (configuration not stated)	8	-2	8	-1	7	25	107	-14	-1.5	1
C=CCOc1ccc(/C=C/C(=O)OCC(=O)NCCCc2ccccc2)cc1	-11	3	-8	4	-6	13	106	-10	1.7	-10
COc1ccc(C2CCN(Cc3cccnc3)CC2O)cc1 (configuration not stated)	-13	1	1	-1	-4	-4	118	-12	2.2	2
CC(C)CC(=O)NC1(C(F)(F)F)C(=O)Nc2c1c(=O)n(C)c(=O)n2C (configuration not stated)	11	-4	-10	0	0	5	106	3	-2.5	-1
CCCN1C/C(=C/c2ccc3c(c2)OCO3)C(=O)/C(=C/c2ccc3c(c2)OCO3)C1	-3	1	-11	-4	-1	19	99	11	0.7	3

Only Arrestin-AP2 inh, MOR-DOR inv ag and DSG3 Ab inh, for some of the entries so far:
SMILES,Arrestin-AP2 inh,MOR-DOR inv ag,DSG3 Ab inh
COc1ccc(N2C(=O)CC(Nc3ccc(F)cc3)C2=O)c([N+](=O)[O-])c1 (configuration not stated),25,8,107
C=CCOc1ccc(/C=C/C(=O)OCC(=O)NCCCc2ccccc2)cc1,13,-11,106
COc1ccc(C2CCN(Cc3cccnc3)CC2O)cc1 (configuration not stated),-4,-13,118
CC(C)CC(=O)NC1(C(F)(F)F)C(=O)Nc2c1c(=O)n(C)c(=O)n2C (configuration not stated),5,11,106

The listing continues:
SMILES	MOR-DOR inv ag	V-ATPase pHluor	PKA-R1A activ	HTR5A ag ctr	PKA-R2B activ	Arrestin-AP2 inh	DSG3 Ab inh	HTR5A inv ctr	MOR-DOR ag	DAGLB inh
O=C(CCC1CCN(Cc2ccccc2Cl)CC1)NC1CC1	-1	3	-4	-3	-2	-1	118	10	0.3	2
COc1ccc(NC2=C(Cl)C(=O)N(c3ccccc3)C2=O)c(OC)c1	0	-2	-6	-5	7	1	98	14	0.0	4
CC(=O)Nc1cc2c(cc1Cl)-c1ccccc1C2	4	1	-6	-2	-5	5	114	6	-0.9	-3
Cn1ncc2c(=S)nc(Cl)[nH]c21	8	0	-8	0	-13	3	137	0	-1.5	0
COc1ccc(C2CCCCCN2Cc2nc3ccccc3c(=O)n2CC(N)=O)cc1 (configuration not stated)	13	-7	3	5	5	-6	110	-14	-2.5	-2
NNC(=O)c1cc(Cl)ccc1Cl	12	4	4	1	-11	-5	103	17	-2.6	-2
O=C(COc1ccc(F)cc1Br)NCCCN1CCCC1=O	5	-6	-1	3	-12	nt	99	-12	-1.1	-2
CCOc1ccc(NC(=O)CN2C(=O)CSc3ccc(S(=O)(=O)N4CCOCC4)cc32)cc1	-6	1	1	4	-15	27	104	-14	1.0	-2
O=C(Oc1ccc[nH]c1=O)c1ccccc1	nt	0	1	nt	5	nt	105	nt	nt	-2
Cc1cc(C)c(NC(=O)/C(C#N)=C/c2ccc(OCc3ccc(F)cc3)cc2)c(C)c1	6	7	3	7	0	1	97	-17	-1.1	-1
COc1cccc(CN2CCN(C3CCN(c4ccccc4C)CC3)CC2CCO)c1 (configuration not stated)	18	0	-4	-3	-5	23	96	6	-3.7	-1
Cc1cccc(NC(=O)CSc2n[nH]c(-c3ccncc3)n2)c1	10	-1	-14	1	-3	0	101	12	-1.8	0
COCCCNC(=O)C1CCN(S(=O)(=O)c2c(C)noc2/C=C\c2ccc(OC)cc2)CC1	17	-1	5	-1	1	29	100	-5	-3.4	-3
Cc1ccc(-c2csc(-c3ccncc3)n2)cc1	13	3	-6	-3	-1	11	96	6	-2.7	-20
Oc1cccc(/C=N/NC(=S)Nc2cccnc2)c1O	-27	0	-3	4	1	14	95	3	4.0	15
COC(=O)Cn1cnc2sc(C)c(S(=O)(=O)N3CCC(C)CC3)c2c1=O	11	-1	-14	3	-13	-3	94	24	-1.9	-1
CN(C)S(=O)(=O)c1ccc(C(=O)NCCC(=O)N2CCCC2)cc1	16	0	2	-2	9	-5	nt	-13	-2.5	-1
Cc1cc(C)c(S(=O)(=O)c2ccccc2)c(OC(=O)c2ccc(Cl)cc2Cl)n1	-2	-1	-9	-1	-14	5	100	-4	0.3	1
COc1ccc2c(c1)[nH]c1c(=O)n(CCC3=CCCCC3)cnc12	8	0	-2	-3	0	16	103	11	-1.5	-1
C/C(=N\Nc1cccc(Cl)c1)c1ccc(-n2ccnc2)cc1	-3	-4	0	1	-4	4	119	-4	0.5	1
